S100A4 MyoIIA – S100A4-myosin IIA interaction inhibition; P26447; inhibition, % at 10.7 µM; S100A4/TAMRA-MyoIIA peptide fluorescence polarization; AID 652163; 360,000 tested, 0.14% active;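 active means mean inhibition of at least 70% across replicates, with every replicate also reaching that level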
Target sequence (P26447 whole entry, looked up): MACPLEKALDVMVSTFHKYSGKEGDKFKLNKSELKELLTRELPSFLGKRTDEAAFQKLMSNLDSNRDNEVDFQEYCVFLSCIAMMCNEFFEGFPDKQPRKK
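Assay system: human S100A4 monomer with TAMRA-labelled myosin IIA peptide / Buffer or medium: Calcium-containing HEPES buffer, pH 7.2 / Reagent: TAMRA-labelled myosin IIA heavy-chain peptide probe, 5 nM / Compound: one dose per compound / Timing: polarization read 5 min after assay mix addition, stable 5–60 min / Benchmarks: neutral control DMSO, positive control TFP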
FN deposit inh – fibronectin deposition inhibition; 350,000 tested, 0.086% active; AH1F fibroblasts, Alexa488-fibronectin deposition fluorescence, overnight; inhibition, % at 12.6 µM;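 active means mean inhibition across replicates of 30% or more, regardless of how many single replicates reach that level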;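 further: positive control wells lacked labelled fibronectin entirely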
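Measured by – fluorescence 485/525 nm · System – AH1F fibroblast monolayer, labelled fibronectin deposition · Amount – 10000 cells per well · Buffer or medium – serum-reduced DMEM (2% serum) · Doses – single dose, pinned · Also added – fluorescent fibronectin at 24 nM final · Schedule – 1 h cell attachment, overnight exposure to compound and label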
esBAF inh – blocks esBAF chromatin remodeling in mouse ES cells; Bmi1-luciferase knock-in reporter, 24 h; 100% = twice the neutral-well signal; reporter increase, % at 12.5 µM; 350,000 tested, 2% active; in the data active means activation above about 40%;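 further: 0% = median of the plate's neutral control wells and 100% = double that signal; a rise in the Bmi1 reporter signal indicates esBAF inhibition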
C2C12 statin – protects C2C12 myotubes from simvastatin toxicity; 330,000 tested, 0.78% active; ATP luminescence, 48 h; scaled: DMSO 0, geranylgeraniol control 100; rescue of ATP level, % at 7.49 µM;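 active means mean ATP rescue above about 67%, or every replicate alone reaching that limit, limit read from the data, passing the limit was not always enough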;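 further: myotubes were challenged with 10 µM simvastatin during compound exposure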
CASP6 VEID inh – inhibitors of human caspase-6; 350,000 tested, 0.53% active; inhibition, % at 12.5 µM; AID 686996; P55212; purified caspase-6, Z-VEID-R110 cleavage fluorescence;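 active means mean inhibition across replicates at least about 35%, with every replicate also reaching that limit, limit read from the data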;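 further: 0% = median of neutral control wells and 100% = no fluorescence left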
Target sequence (P55212 24-179 limits assumed): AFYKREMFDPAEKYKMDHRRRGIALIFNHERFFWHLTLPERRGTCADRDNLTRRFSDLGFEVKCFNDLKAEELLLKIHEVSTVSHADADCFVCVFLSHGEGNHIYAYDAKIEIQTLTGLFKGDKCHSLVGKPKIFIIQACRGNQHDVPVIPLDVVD
Target sequence (P55212 194-293 limits assumed): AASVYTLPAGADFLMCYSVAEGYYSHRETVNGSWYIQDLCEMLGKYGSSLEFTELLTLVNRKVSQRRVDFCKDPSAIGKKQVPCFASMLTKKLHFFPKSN
SIRT5 block – blocks human SIRT5 desuccinylation of peptide. Purified SirT5, succinyl-peptide AMC, trypsin-coupled fluorescence. inhibition, % at 15 µM. 330,000 tested, 1.1% active. AID 652115; in the data active means inhibition above about 15%
Target sequence (Q9NXA8 whole entry, looked up): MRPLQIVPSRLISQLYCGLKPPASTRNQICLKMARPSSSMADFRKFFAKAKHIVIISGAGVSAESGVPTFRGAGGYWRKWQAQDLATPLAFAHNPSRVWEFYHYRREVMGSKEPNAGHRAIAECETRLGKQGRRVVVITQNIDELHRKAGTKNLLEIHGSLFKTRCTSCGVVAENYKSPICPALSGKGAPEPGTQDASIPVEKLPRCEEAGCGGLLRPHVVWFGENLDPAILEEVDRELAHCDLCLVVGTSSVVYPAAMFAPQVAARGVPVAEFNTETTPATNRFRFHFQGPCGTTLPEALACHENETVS
LGR2 antag – Drosophila LGR2 receptor signaling inhibition | inhibition, % at 9.99 µM | HEK293 LGR2, CRE-luciferase, bursicon-stimulated, 4 h | 380,000 tested, 0.35% active | AID 720647;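 active means drop in luminescence signal, shown as inhibition above about 50% in the replicate tests, limit read from the data, passing the limit was not always enough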;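 further: agonist challenge used bursicon conditioned medium at about half maximal strength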
Numbers without * were called inactive; nt = not tested or not shown. These rows are one share of the data (hit frequency here may not be typical).

SMILES | S100A4 MyoIIA | FN deposit inh | esBAF inh | C2C12 statin | CASP6 VEID inh | SIRT5 block | LGR2 antag
CC(C)[C@@H](C(=O)O)N(Cc1cccc(CN([C@H](C(=O)O)C(C)C)S(C)(=O)=O)c1)S(C)(=O)=O | -1 | 5 | -1 | 4 | -1 | nt | 1
Cc1cccc(NC(=O)c2ccco2)c1C | 4 | -2 | 0 | -6 | -3 | -8 | 8
O=[N+]([O-])c1cccc(-c2nnc(C3CC3)o2)c1 | 0 | -25 | nt | nt | 0 | 1 | 13
Fc1ccc(-n2nnc(-c3cccnc3)n2)cc1 | -2 | -15 | 62* | 8 | 4 | nt | -14
C=CC[C@@H](CC(=O)N[C@@H](CO)Cc1ccccc1)C(=O)N[C@H](COC(=O)[C@H](CC=C)CC(=O)OC(C)(C)C)Cc1c[nH]c2ccccc12 | -2 | -6 | -5 | -6 | -2 | nt | 41
COc1ccc(C(=O)NCC(=O)OCC(=O)Nc2cc([N+](=O)[O-])ccc2F)cc1 | -4 | -10 | nt | nt | 6 | -1 | 15
COc1ccc(S(=O)(=O)N(C)C[C@@H]2Oc3ccc(NC(=O)Cc4cn(C)c5ccccc45)cc3CC(=O)N([C@H](C)CO)C[C@@H]2C)cc1 | -1 | nt | -3 | -22 | 0 | 1 | 5
COC(=O)c1ccc(C23CC4(C2)[C@H](CN(C)[C@@H]4c2ccccc2)C3c2ccc(Cl)nc2)cc1 (stereo not given in full) | -1 | -8 | -5 | -2 | 1 | nt | -16
Cc1sc2c(c1C)c(=O)n(-c1ccccc1)c1nnc(C)n21 | nt | nt | 2 | 3 | nt | nt | 11
C[C@@H]1CN([C@H](C)CO)C(=O)c2cc(NC(=O)Cn3cnnn3)ccc2O[C@H]1CN(C)S(C)(=O)=O | 4 | nt | -2 | nt | 1 | nt | -2
COc1ccccc1-c1cccc2c3c([nH]c12)[C@@H]1C[C@H]2[C@@H](C(=O)N1CC3)[C@H](C)ON2C | 11 | 3 | nt | nt | 3 | -3 | -16
O=C(Nc1cc(F)ccc1F)N[C@@H]1CC[C@H](CCn2cc(C3CCCCC3)nn2)O[C@H]1CO | 10 | -13 | -4 | 8 | -3 | 12 | -5
COCC#Cc1ccc([C@H]2[C@H]3CN(Cc4ccncc4)CCCCN3[C@H]2CO)cc1 | -2 | nt | -7 | -5 | 3 | 1 | -5
Cc1ccc2cc(CN(c3ccccc3)S(=O)(=O)c3ccccc3)c(=O)[nH]c2c1 | 1 | -2 | nt | nt | 0 | -9 | -28
Cc1cnc(C(=O)OCc2c(C)cc(C(C)(C)C)cc2C)cn1 | -10 | -5 | -1 | 5 | 3 | -10 | -1

An excerpt from above in order of molar mass, highest first:
SMILES | S100A4 MyoIIA | FN deposit inh | esBAF inh | C2C12 statin | CASP6 VEID inh | SIRT5 block | LGR2 antag
COc1ccc(S(=O)(=O)N(C)C[C@@H]2Oc3ccc(NC(=O)Cc4cn(C)c5ccccc45)cc3CC(=O)N([C@H](C)CO)C[C@@H]2C)cc1 | -1 | nt | -3 | -22 | 0 | 1 | 5
C[C@@H]1CN([C@H](C)CO)C(=O)c2cc(NC(=O)Cn3cnnn3)ccc2O[C@H]1CN(C)S(C)(=O)=O | 4 | nt | -2 | nt | 1 | nt | -2
CC(C)[C@@H](C(=O)O)N(Cc1cccc(CN([C@H](C(=O)O)C(C)C)S(C)(=O)=O)c1)S(C)(=O)=O | -1 | 5 | -1 | 4 | -1 | nt | 1
O=C(Nc1cc(F)ccc1F)N[C@@H]1CC[C@H](CCn2cc(C3CCCCC3)nn2)O[C@H]1CO | 10 | -13 | -4 | 8 | -3 | 12 | -5
COC(=O)c1ccc(C23CC4(C2)[C@H](CN(C)[C@@H]4c2ccccc2)C3c2ccc(Cl)nc2)cc1 (stereo not given in full) | -1 | -8 | -5 | -2 | 1 | nt | -16
COc1ccccc1-c1cccc2c3c([nH]c12)[C@@H]1C[C@H]2[C@@H](C(=O)N1CC3)[C@H](C)ON2C | 11 | 3 | nt | nt | 3 | -3 | -16
COCC#Cc1ccc([C@H]2[C@H]3CN(Cc4ccncc4)CCCCN3[C@H]2CO)cc1 | -2 | nt | -7 | -5 | 3 | 1 | -5
COc1ccc(C(=O)NCC(=O)OCC(=O)Nc2cc([N+](=O)[O-])ccc2F)cc1 | -4 | -10 | nt | nt | 6 | -1 | 15
Cc1ccc2cc(CN(c3ccccc3)S(=O)(=O)c3ccccc3)c(=O)[nH]c2c1 | 1 | -2 | nt | nt | 0 | -9 | -28
Cc1cnc(C(=O)OCc2c(C)cc(C(C)(C)C)cc2C)cn1 | -10 | -5 | -1 | 5 | 3 | -10 | -1
Cc1sc2c(c1C)c(=O)n(-c1ccccc1)c1nnc(C)n21 | nt | nt | 2 | 3 | nt | nt | 11
O=[N+]([O-])c1cccc(-c2nnc(C3CC3)o2)c1 | 0 | -25 | nt | nt | 0 | 1 | 13
Cc1cccc(NC(=O)c2ccco2)c1C | 4 | -2 | 0 | -6 | -3 | -8 | 8

Following part.
SMILES | S100A4 MyoIIA | FN deposit inh | esBAF inh | C2C12 statin | CASP6 VEID inh | SIRT5 block | LGR2 antag
Cc1cc(C(=O)NCCc2ccc(Cl)cc2)c(C)o1 | 2 | nt | 55* | 1 | -8 | 1 | -38
O=C(O)c1cccc(-c2nc3ccccc3[nH]2)c1 | 0 | 0 | nt | nt | 0 | -13 | 94*
Cc1cc(Br)cn2c(Cc3cccc(F)c3)c(-c3cccc(Cl)c3)nc12 | -5 | -10 | nt | nt | -2 | -4 | -7
C[C@H](CO)N1C[C@H](C)[C@@H](CN(C)S(=O)(=O)c2ccccc2)Oc2ccc(NC(=O)Cc3cn(C)c4ccccc34)cc2C1=O | -1 | nt | 2 | 43 | 3 | -5 | nt
C[C@H](CO)N1C[C@H](C)[C@H](CN(C)Cc2ccc(-c3ccccc3)cc2)Oc2c(NC(=O)c3ccc(-c4nccs4)cc3)cccc2C1=O | -8 | nt | -1 | -71 | nt | -2 | 13
CCCCc1nc(Cl)c(CO)n1Cc1ccc(-c2ccccc2-c2nnn[nH]2)cc1 | 0 | 4 | -3 | -6 | 3 | 9 | -14
COC(=O)c1cc2sc(Cl)cc2n1Cc1nc(-c2ccccc2)oc1C | 5 | -14 | -7 | -8 | 0 | -1 | -5
S=c1[nH]nc(Cc2cccs2)n1-c1ccccc1 | 1 | nt | -1 | -1 | 5 | 2 | 18
CN1C(=O)c2cc(NC(=O)C3CCOCC3)ccc2OC[C@@H]2O[C@H](CC(=O)NCC3CCCCC3)CC[C@H]21 | 2 | -4 | -1 | 1 | 0 | -1 | 6
C/C(=N\NC(=O)CC#N)C1COc2ccccc2O1 (stereo not given) | -2 | -3 | nt | nt | 2 | 5 | -12
Cc1sc2ncnc(N)c2c1C | 2 | 0 | nt | nt | 0 | -2 | -1
CCC(=O)N(Cc1ccc(S(N)(=O)=O)cc1)C1CC(=O)N(c2ccccc2)C1=O (stereo not given) | -1 | -5 | -2 | 7 | -3 | -1 | -12
CC(C)(C)C(=O)N1CCN(c2ncnc3scc(-c4ccccc4)c23)CC1 | 5 | 2 | 0 | 0 | 2 | -1 | -18
O=S(=O)(N[C@H]1CC[C@H](CCn2cc(-c3cccnc3)nn2)O[C@@H]1CO)c1ccccc1 | -7 | nt | 2 | -9 | 1 | -2 | 20
O=C(C[C@@H]1CC[C@@H]2[C@H](COC[C@H](O)CN2C(=O)c2cnccn2)O1)NCc1ccc(Cl)cc1 | -5 | -5 | -3 | 7 | 0 | -1 | -11
COc1ccc(C(O)c2nc(-c3cccc(O)c3)cs2)cc1 (stereo not given) | -3 | nt | 10 | 5 | 2 | -4 | -24
COc1ccc(CCNc2ncnc3c2nnn3Cc2ccccc2)cc1 | -3 | 0 | 3 | 8 | 4 | -4 | -7
c1ccc(-c2nc(-c3nccc4ccccc34)oc2-c2ccccc2)cc1 | -1 | 17 | nt | nt | 0 | -3 | 60*
COc1ccc(NC(=O)Nc2ccc3c(c2)C(=O)N([C@H](C)CO)C[C@H](C)[C@@H](CN(C)S(=O)(=O)c2cccs2)OCCCC[C@@H](C)O3)cc1 | 10 | nt | -1 | nt | -1 | 19* | -17
O=C(Cc1ccccc1[N+](=O)[O-])Nc1ccc2c(c1)OCO2 | 2 | -3 | 20 | 11 | 0 | -3 | -38
CCN1[C@@H]2c3ccc(-c4ccccc4)c(=O)n3C[C@@H]2[C@@H](CO)[C@@H]1C(=O)NCCc1cn(C)cn1 | 5 | nt | 0 | 15 | -1 | -4 | 1
CC(=O)N1N=C(c2cccs2)CC1c1ccc(C)o1 (stereo not given) | -6 | -6 | 7 | nt | 8 | -3 | -16
COc1ccc(S(=O)(=O)Nc2ccc3c(c2)CC(=O)N([C@@H](C)CO)C[C@H](C)[C@H](CN(C)Cc2ccc(Cl)c(Cl)c2)O3)cc1 | -1 | nt | 2 | 17 | 0 | -2 | 5
COc1ccccc1C(CNC(=O)c1ccc(C)c(S(=O)(=O)N2CCCCC2)c1)N1CCCC1 (stereo not given) | 2 | 12 | nt | -8 | 2 | 0 | -15
Clc1ccc(CN2CCN(c3ncnc4scc(-c5cccs5)c34)CC2)cc1 | nt | -1 | 3 | -8 | nt | nt | nt
Cc1cc(NC(=O)Cc2ccsc2)ccc1Br | -1 | 1 | -2 | -13 | -6 | -2 | -24
CN(C(=O)c1ccc(NC(=O)Cc2ccc(NC(=O)C3CCCN(C(=O)C4CCC4)C3)cc2)cc1)C1CC1 (stereo not given) | 10 | 3 | -3 | 5 | 1 | nt | -7
Cc1c(F)cccc1NS(=O)(=O)c1ccc2c(c1)c(C)cc(=O)n2C | 0 | 6 | 0 | 10 | 2 | 0 | -13
CC(=O)C1CCC2C3CC(C)C4(O)CC(=O)CCC4(C)C3C(O)CC12C (stereo not given) | -3 | nt | -1 | -3 | 0 | nt | 1
Cc1cccc(C)c1NC(=O)C(c1ccc(-c2ccccc2)cc1)n1c(=O)c(-c2ccco2)nc2ccccc21 (stereo not given) | -7 | -10 | nt | nt | 0 | 2 | 5
Cc1ccc(-n2nc(C)c3c2OC(N)=C(C#N)C3c2ccoc2)cc1 (stereo not given) | nt | 3 | 7 | 15 | nt | nt | nt
CN(C)C=NC(=O)c1cc(C(=O)c2ccccc2)c[nH]1 | 1 | -9 | nt | nt | 0 | -9 | -15
COC(=O)c1c(-c2c(Cl)cccc2Cl)noc1C(=O)NNC(=O)N(C)C | -2 | -2 | nt | nt | 1 | 9 | 4
Cc1ccc(SCCCCN2CCNCC2)cc1 | -4 | -4 | 11 | 2 | nt | -2 | -25
CC(=O)N1C[C@@H]2[C@H](c3ccccc31)[C@H](CO)N2Cc1ccc(Cl)cc1 | nt | 9 | 0 | -14 | nt | nt | 15
CCOC(=O)c1ccc(N2C(=O)CC(N3CCC(Nc4ccc(F)cc4)CC3)C2=O)cc1 (stereo not given) | nt | 5 | 3 | -15 | nt | nt | nt
OCCN(Cc1ccccc1)C(=S)NC1CCCCC1 | 0 | 4 | nt | nt | -2 | nt | 20
CCN(CCCNC(=O)C1CCC(=O)N1Cc1ccccc1Cl)c1cccc(C)c1 (stereo not given) | nt | nt | 10 | -13 | nt | nt | 5
N#Cc1ccccc1OCC(=O)OCC(=O)NC1CCCCCC1 | -10 | -4 | 0 | 5 | -1 | -2 | -3
COc1ccccc1OCCC(=O)OCC(=O)Nc1ccc(S(=O)(=O)N2CCOCC2)cc1 | 1 | 8 | nt | nt | 2 | 0 | 5
Cn1nc(C(F)(F)F)c(CN2CC(C)(C)C2=O)c1N1CCOCC1 | -1 | -17 | -8 | 12 | -4 | -6 | 1
COc1cccc(CC2(CO)CCN(CC3=CC[C@H]4C[C@@H]3C4(C)C)CC2)c1 | -3 | -11 | -7 | 17 | 3 | -1 | -12
O=C1CC2c3ccccc3C1C1C(=O)N(CCO)C(=O)C21 (stereo not given) | -1 | -3 | nt | nt | 0 | -4 | 35
O=C(O)C1CCCCN1C(=O)c1cc2c(s1)CCCCC2 (stereo not given) | 3 | 5 | -3 | 2 | 1 | -4 | 8

Bioassay records (PubChem BioAssay)
